Screening data as filed in PubChem.
PMK inhibit – inhibitors of Streptococcus pneumoniae phosphomevalonate kinase; purified PMK, PK/LDH-coupled NADH absorbance 340 nm; inhibition, % at 10 µM; hit rate 0.49% among 65,000; AID 539;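 active means top-ranked compounds by inhibition in the single 10 µM screen, taking a fixed number of the strongest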;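 further: 0% = full reaction with DMSO carrier and 100% = background rate without enzyme reaction; no value below 0 was filed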
Bfl-1 inhibitors – displacement of Bid BH3 peptide from Bfl-1 – biochemical, fluorescence polarization, FITC-Bid, mouse, primary screen (AID 432); FITC-Bid BH3 peptide fluorescence polarization displacement; higher % means a stronger effect; displacement, % at 20 µM; hits with a dose series show IC50 in µM; hit rate 0.02% among 64,000; in the data active means a potency from the dose series; inactive means the rest, 99 in 100 with displacement below about 15%; further: strong numbers were not always called active
LYP inhibition – inhibition of human PTPN22 tyrosine phosphatase – biochemical, DiFMUP fluorescence, recombinant catalytic domain, 10 µM, primary screen (AID 606) | recombinant LYP catalytic domain, DiFMUP fluorescence; higher % means a stronger effect | inhibition, % at 10 µM; hits with a dose series show IC50 in µM | 52,000 tested, under 10 active;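 active means IC50 under 40 µM in the dose-response test; inactive means IC50 of 40 µM or more, or never dose-tested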
Alkaline phosphatase – inhibition of tissue-nonspecific alkaline phosphatase – biochemical, luminescent (AID 518). purified TNAP enzyme, luminescent substrate readout; higher % means a stronger effect. inhibition, % at 20 µM, or IC50 in µM where a hit was titrated. hit rate 0.09% among 64,000; in the data active means a potency from the dose series; inactive means the rest, 99 in 100 with inhibition below about 22%;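 further: plate controls were vehicle for no effect and reference inhibitor for full effect; many of its hits are not listed in these tables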
DPM-DC inhibit – inhibitors of Streptococcus pneumoniae diphosphomevalonate decarboxylase; purified DPM-DC, PK/LDH coupled NADH fluorescence; AID 556; calls only at 10 µM; hit rate 0.49% among 65,000;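 active means the 320 compounds with the highest percent inhibition in the single-dose primary screen, excluding strongly autofluorescent ones, cut at about 32% in these data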;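 further: kinetic rate of NADH fluorescence loss reporting ADP formed by the decarboxylase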
Spn MK inh – inhibitors of Streptococcus pneumoniae mevalonate kinase; purified MK, PK/LDH-coupled NADH absorbance 340 nm; inhibition, % at 10 µM; hit rate 0.48% among 65,000;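 active means ranked among the strongest by inhibition in the single 10 µM screen, a fixed top-ranked set picked for dose follow-up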; further: no value below 0 was filed
HT1080 viability – cytotoxicity in HT1080 fibrosarcoma cells, cell-based, fluorescence readout (AID 620) | HT1080 viability, fluorescence; higher % means a stronger effect | cytotoxicity, % at 10 µM; hits with a dose series show EC50 in µM | hit rate 0.42% among 87,000;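 further: cells exposed to compound overnight then 4 h with Alamar Blue; 0% = vehicle DMSO and 100% = killing control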
KRASV12 cytotoxicity – viability loss of HPDE-C7K cells – cell-based, fluorescence, HTS, primary screen (AID 431). hit rate 1.7% among 63,000. one-dose cytotoxicity, % at 10 µM; EC50 in µM for titrated hits. HPDE-C7K KRASV12 cells, Alamar Blue viability, 48 h; higher % means a stronger effect;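 active means compounds whose percent cytotoxicity in the single-dose primary screen, scaled between solvent and toxic-drug controls, exceeds 50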;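 further: 0% = DMSO solvent wells and 100% = doxorubicin-treated wells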
HPDE-C7 viability – cytotoxicity in HPDE-C7 cells, cell-based, fluorescence, HTS (AID 430) | HPDE-C7 pancreatic duct cells viability, fluorescence; higher % means a stronger effect | hit rate 1.8% among 63,000 | cytotoxicity, % at 10 µM; hits with a dose series show EC50 in µM;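 further: cells exposed to compound for 48 hours before viability readout; 0% = vehicle and 100% = reference cytotoxic drug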
PMK inhibit pilot replicates – further read-out of PMK inhibit, marked with its call; inhibition, %; measured here: pilot screen replicates
Spn MK inh pilot replicates – recorded beside Spn MK inh, whose call it bears; inhibition, %; measured here: pilot screen replicates
DPM-DC inhibit pilot screen % – also measured in DPM-DC inhibit; calls as there; inhibition, %; measured here: pilot screen trials
Starred values were filed as active, the others as inactive; i = inactive; . = no result given; & = joins results of further samples. Unless noted, no stated cut-off is given here; in the data, active means cytotoxicity above about 50%; inactive means the rest.

SMILES	PMK inhibit	Bfl-1 inhibitors	LYP inhibition	Alkaline phosphatase	DPM-DC inhibit	Spn MK inh	HT1080 viability	KRASV12 cytotoxicity	HPDE-C7 viability	others
CN(C)C(=O)CSc1nc2ccccc2c(=O)[nH]1	7	-9%	-11%	-1%	i	8	3%	-5%	2%
O=C(Nc1cccnc1)C1(F)C(F)(F)C(F)(F)C(F)(F)C(F)(F)C1(F)F	14	0%	-9%	0%	i	1	-1%	1%	-8%
Cc1ccccc1CN1CCN(C(=O)c2cccc(F)c2)CC1	0	4%	8%	11%	i	3	-8%	8%	-2%	PMK inhibit pilot replicates=2.0;Spn MK inh pilot replicates=1.0;DPM-DC inhibit pilot screen %=8.5
CC(=O)Cc1nsc(NC(=O)c2ccc(COc3ccc(C)cc3)o2)n1	12	-9%	6%	7%	i	8	-8%	-2%	3%
C=CCNC(=O)C(C)Sc1ccc(Cl)cc1 (stereo not given)	2	-7%	8%	10%	i	0	4%	-9%	-3%
O=c1c(-c2ccccc2)coc2c(CN3CCCC3)c(O)ccc12	11	-7%	7%	11%	.	8	1%	-6%	5%
COc1cccc(/C=C2/CN(C)CC3=C2OC(N)=C(C#N)C3c2cccc(OC)c2)c1 (stereo not given)	1	-5%	.	12%	i	4	-2%	32%	17%
Cc1cc(-n2ccc(=O)[nH]c2=O)nc(-c2ccccc2)n1	0	-5%	.	11%	i	1	7%	-1%	-4%
COCCNC(=O)C(C)Oc1ccc(Cl)cc1Cl (stereo not given)	0	-3%	7%	10%	i	2	-9%	-18%	-18%
COc1ccc(CNC(C)C2COc3ccccc3O2)c(OC)c1 (stereo not given)	5	-4%	3%	6%	i	28	6%	13%	5%
O=C(COc1ncnc2ccc(Br)cc12)N1CCOCC1	11	8%	.	-9%	i	0	-4%	-8%	2%
COc1ccccc1NC(=O)CSc1nc2ccccc2n1C(C)=O	5	-7%	7%	11%	i	0	24%	.	.
CC(C)C(=O)Nc1ccc(N2CCN(S(C)(=O)=O)CC2)cc1	10	1%	-5%	9%	i	3	-9%	-10%	-10%
CCCCN(CCCNC(=O)C1CCN(S(=O)(=O)N2CCOCC2)CC1)Cc1ccccc1	20	-8%	13%	2%	i	5	-5%	0%	-9%
COc1ccc(CSc2nnnn2C)cc1F	12	-4%	.	6%	i	7	-7%	-10%	-9%
CCOc1ccc(N(CC(=O)O)S(=O)(=O)c2ccc(F)cc2)cc1	0	1%	1%	20%	i	7	4%	-8%	-13%
Cc1ccc(C)c(N2C(=O)CN=C2Nc2ccccc2Cl)c1	0	1%	5%	10%	i	5	-5%	-6%	-7%	PMK inhibit pilot replicates=0.5;Spn MK inh pilot replicates=1.0;DPM-DC inhibit pilot screen %=0.0
CN(C(=O)c1cccc(C#N)c1)c1nnc(-c2cnccn2)s1	7	2%	.	-1%	i	4	-7%	-6%	-8%
COCCn1nnnc1SCC(=O)c1ccc(F)cc1	4	-8%	-2%	6%	i	6	1%	-12%	-7%
CN=C(Nc1ccc2c(c1)OCO2)SC1CC(=O)N(c2ccccc2)C1=O (stereo not given)	14	-6%	2%	13%	i	0	0%	8%	4%	PMK inhibit pilot replicates=1.5;Spn MK inh pilot replicates=0.0;DPM-DC inhibit pilot screen %=0.5
CC1CC(C)CN(CCCNC(=O)c2cn(C)c3ccc(S(=O)(=O)N4CCCC4)cc3c2=O)C1 (stereo not given)	16	-13%	9%	8%	i	3	-4%	-13%	0%
Cc1ccc2c(c1)nnn2C1CCN(S(=O)(=O)c2cccc(S(=O)(=O)N(C)C)c2)CC1	7	-5%	1%	7%	i	0	-8%	-18%	-10%
CCOC(=O)Nc1sc(C(=O)N(CC)CC)c(C)c1C(=O)OCC	2	2%	5%	10%	i	8	-6%	-3%	-4%
CCN1CCCC1CNC(=O)Cn1cc2c(n1)CCC(C)C2 (stereo not given)	13	-9%	5%	0%	i	11	2%	0%	1%
O=C(c1cc2n(n1)C(C(F)(F)F)CC(c1ccco1)N2)N1CCc2ccccc2C1 (stereo not given)	8	-9%	5%	2%	i	18	12%	.	.
O=C(NCN1C(=O)C2C3C=CC(C3)C2C1=O)Nc1nncs1 (stereo not given)	8	1%	.	4%	i	3	-3%	-3%	-12%
Cc1ccccc1-n1nnnc1SC1CCOC1=O (stereo not given)	8	-6%	15%	-1%	i	3	-4%	-17%	-2%
COc1cccc(OCCNC(=O)c2cccc(OC)c2)c1	0	-2%	7%	2%	i	7	-2%	-10%	-10%
COc1cc(OC)cc(C(=O)N2CCN(S(C)(=O)=O)CC2)c1	2	-3%	5%	8%	i	16	1%	-3%	-6%
CCCc1nc(N2CCN(C)CC2)c2sc(=S)n(-c3ccccc3)c2n1	1	6%	5%	6%	i	0	0%	2%	5%
Cn1cnc2c(sc3nc(N4CCOCC4)c4c(c32)CC(C)(C)OC4)c1=O	10	2%	8%	1%	.	11	-8%	6%	6%
N=c1n(CCN2CCCCC2)c2ccccc2n1CC(O)COc1ccccc1 (stereo not given)	2	-4%	-2%	-2%	i	3	2%	16%	31%
COc1ccc(OC)c2[nH]c(=O)c(CCNC(=O)c3cc4ccccc4o3)cc12	11	5%	12%	7%	i	5	-2%	12%	1%
Cc1nnc(NC(=O)Oc2ccccc2)s1	22	-4%	.	14%	i	1	3%	0%	-7%
CCOC(=O)C1CCCN(S(=O)(=O)c2cccs2)C1 (stereo not given)	5	5%	.	18%	i	5	0%	1%	-13%	PMK inhibit pilot replicates=3.0;Spn MK inh pilot replicates=0.0;DPM-DC inhibit pilot screen %=0.0
CCN(CCCNC(=O)CN(C)S(=O)(=O)c1cccc2nsnc12)c1ccccc1	23	-5%	5%	4%	i	4	0%	-7%	-12%
CCOc1cc(C2/C(=C(\O)c3cc(C)ccc3C)C(=O)C(=O)N2CCN(C)C)ccc1O (stereo not given)	0	0%	12%	9%	i	8	2%	-6%	5%
O=C(CCCc1ccccc1)NC1CCSC1=O (stereo not given)	3	-13%	5%	4%	i	0	4%	-8%	-1%
Cc1ccc2cc3c(nc2c1)N(Cc1ccco1)CC3	5	-9%	3%	12%	.	1	-1%	-13%	-16%
CCOc1ccc(NC(=O)C2CCCN(S(=O)(=O)c3c(C)nn(C)c3C)C2)cc1 (stereo not given)	2	7%	-3%	8%	i	7	3%	-12%	-26%

Reprinted at random: 2 compounds from above, in no set order.
SMILES	PMK inhibit	Bfl-1 inhibitors	LYP inhibition	Alkaline phosphatase	DPM-DC inhibit	Spn MK inh	HT1080 viability	KRASV12 cytotoxicity	HPDE-C7 viability	others
CCN1CCCC1CNC(=O)Cn1cc2c(n1)CCC(C)C2 (stereo not given)	13	-9%	5%	0%	i	11	2%	0%	1%
COc1cccc(OCCNC(=O)c2cccc(OC)c2)c1	0	-2%	7%	2%	i	7	-2%	-10%	-10%

Structural class: the compounds so far with a cyano group (2)
SMILES	PMK inhibit	Bfl-1 inhibitors	LYP inhibition	Alkaline phosphatase	DPM-DC inhibit	Spn MK inh	HT1080 viability	KRASV12 cytotoxicity	HPDE-C7 viability	others
COc1cccc(/C=C2/CN(C)CC3=C2OC(N)=C(C#N)C3c2cccc(OC)c2)c1 (stereo not given)	1	-5%	.	12%	i	4	-2%	32%	17%
CN(C(=O)c1cccc(C#N)c1)c1nnc(-c2cnccn2)s1	7	2%	.	-1%	i	4	-7%	-6%	-8%

The list continues.
SMILES	PMK inhibit	Bfl-1 inhibitors	LYP inhibition	Alkaline phosphatase	DPM-DC inhibit	Spn MK inh	HT1080 viability	KRASV12 cytotoxicity	HPDE-C7 viability	others
COCCNC(=O)CN1c2ccccc2CC1C (stereo not given)	17	-6%	9%	6%	i	0	1%	6%	-7%
O=C(NC(C(=O)O)c1ccccc1)c1ccc(S(=O)(=O)N2CCOCC2)cc1 (stereo not given)	0	-2%	7%	2%	i	14	5%	1%	-1%
CCSc1oc(-c2ccco2)nc1S(=O)(=O)c1ccccc1	0	1%	4%	16%	i	5	2%	13%	0%	PMK inhibit pilot replicates=1.5;Spn MK inh pilot replicates=5.0;DPM-DC inhibit pilot screen %=3.0
CCc1cc(=O)oc2cc(OC(C)C(=O)O)c(Cl)cc12 (stereo not given)	13	-11%	2%	12%	i	8	-2%	-7%	2%
C=CCn1c(CC#N)nnc1N1CCOCC1	17	3%	10%	17%	i	0	2%	5%	2%	PMK inhibit pilot replicates=0.0;Spn MK inh pilot replicates=0.0;DPM-DC inhibit pilot screen %=0.0
O=C(CN1CCOCC1)N1CCN(S(=O)(=O)c2ccccc2)C1c1ccccc1 (stereo not given)	12	-3%	13%	10%	i	0	-6%	6%	-20%
CN1C(C(=O)Nc2ccccn2)=C(O)c2ccccc2S1(=O)=O	0&0	-2%&-2%	.	8%&7%	i	13&5	.	11%&0%	8%&-14%	PMK inhibit pilot replicates=0.5;Spn MK inh pilot replicates=0.0;DPM-DC inhibit pilot screen %=4.5
Cn1c(=N)n(CC(O)c2cccc3ccccc23)c2ccccc21 (stereo not given)	10	-2%	.	5%	i	0	58%*	1%	6%
CCn1nnnc1SCC(=O)N(C1CCCCC1)C1CCCCC1	0	6%	2%	11%	i	5	-12%	-17%	1%
CCCCCC(=O)Nc1ccc2oc(-c3ccncc3)nc2c1	17	-2%	18%	13%	.	16	-8%	-7%	-6%
COc1ccc(CNc2nc(NCc3ccc(OC)cc3)n(S(C)(=O)=O)n2)cc1	2	-4%	1%	19%	i	5	-4%	-3%	-13%	PMK inhibit pilot replicates=0.0;Spn MK inh pilot replicates=1.0;DPM-DC inhibit pilot screen %=4.0
COCC(=O)Nc1c(C(=O)Nc2ccccc2OC)oc2ccccc12	11	-11%	-7%	15%	i	2	-17%	-21%	-22%	PMK inhibit pilot replicates=0.5;Spn MK inh pilot replicates=0.0;DPM-DC inhibit pilot screen %=1.5
Cc1ccc(-c2nnc3c4ccccc4c(C)nn23)cc1NC(=O)CN1CCOCC1	4	-4%	18%	6%	i	3	-10%	0%	-6%
CCc1cc2c(NCCN3CCCCC3)ncnc2s1	24	-16%	-8%	1%	i	2	6%	2%	-6%
Nc1nonc1-n1nncc1-c1ccccc1	0	-6%	6%	3%	i	6	-4%	-1%	-6%
Clc1ccc(Cl)c(-c2nn3c(Cn4cnc5ccccc54)nnc3s2)c1	5	2%	3%	13%	i	4	-3%	-19%	-6%	PMK inhibit pilot replicates=2.0;Spn MK inh pilot replicates=0.0;DPM-DC inhibit pilot screen %=0.0
COc1cccc(-n2c(SCC(N)=O)nnc2-c2ccncc2)c1	10	-13%	-11%	1%	i	0	29%	18%	12%
Cc1c(NC(=O)c2cc(-n3cnnc3)ccc2Cl)cccc1-c1nc2ccccc2o1	8	-10%	2%	0%	i	5	-4%	-3%	-6%
N#Cc1c(NC(=O)CSc2ncn(-c3ccccc3)n2)sc2c1CCCC2	3	-1%	5%	9%	i	4	1%	3%	-11%
Cc1cccc(OCCn2c(CCCO)nc3ccccc32)c1	0	-4%	-2%	11%	i	0	5%	4%	-6%
O=C(COc1ccc2ccccc2c1Br)Nn1cnnc1	4	-4%	6%	1%	i	7	1%	-2%	1%
Cc1cc(NC(=O)c2ccc(NC(=O)c3cccs3)cc2)no1	10	0%	-4%	6%	i	14	37%	6%	0%
